# TAAR1 agonist: human TAAR1 agonism; Q96RJ0; CHO RD-HGA16 TAAR1, Fluo-8 calcium fluorescence; vehicle wells 0%, saturating PEA agonist 100%; activation, % at 3 µM; 0.99% of 360,000 active; AID 624467;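 active means activation above the mean activation of all test compounds in the run plus 3 SD, cut at about 38% in these data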
# Target sequence (Q96RJ0 whole entry, looked up): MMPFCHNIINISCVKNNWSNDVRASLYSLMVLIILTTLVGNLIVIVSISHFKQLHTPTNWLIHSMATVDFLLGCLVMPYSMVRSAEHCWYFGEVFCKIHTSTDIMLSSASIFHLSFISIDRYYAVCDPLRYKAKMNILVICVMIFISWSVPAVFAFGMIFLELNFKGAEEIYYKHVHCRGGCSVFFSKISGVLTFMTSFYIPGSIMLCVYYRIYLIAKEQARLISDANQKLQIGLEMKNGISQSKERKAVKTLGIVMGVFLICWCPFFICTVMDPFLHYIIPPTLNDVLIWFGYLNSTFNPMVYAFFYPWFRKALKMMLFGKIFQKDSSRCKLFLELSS
#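 Test system: RD-HGA16 (CHO) cells co-expressing Gα16 and hTAAR1 / Benchmarks: DMSO vehicle as 0%, PEA at EC100 as 100% / Repeats: no replicates (n 1) / Measure: % activation from peak over basal fluorescence ratio, DMSO-to-PEA scaled / Timing: 17-24 h plating, Fluo-8 75 min 37 °C, 30 min RT / Technique: kinetic Fluo-8 calcium fluorescence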
# CHO-K1 Ca PAM: M1 PAM counterscreen hit in parental CHO-K1 cells. AID 602247. activation, % at 3 µM. ATP EC20, Fluo-8 calcium fluorescence; 0% at ATP EC20, 100% at ATP max. 0.02% of 360,000 active;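 active means activation above the run cutoff, the mean activation of all test compounds plus 3 SD, cut at about 40% in these data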;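 further: peak over basal fluorescence ratio in a 140 s read after ATP addition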
# TAAR1 antag: antagonists of human TAAR1 | Q96RJ0 | CHO RD-HGA16 TAAR1, Fluo-8 calcium fluorescence, antagonist | inhibition, % at 3 µM | 1.5% of 360,000 active | AID 624466;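 active means inhibition above a per-plate cutoff, the mean inhibition of test compounds on that plate plus 3 SD, cut at about 49% in these data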;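 further: 0% = DMSO plus EC80 beta-PEA response and 100% = DMSO alone without agonist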
#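 Assay system: RD-HGA16 CHO cells with stable hTAAR1 and Gα16 / Reagent: EC80 β-phenethylamine stimulus / Doses: 3 µM, single point / Timing: dye loading 75 min at 37 °C, then 30 min room temperature / Measured by: Fluo-8 intracellular calcium dye fluorescence, real-time kinetic reads / Controls: vehicle wells and EC80 agonist wells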
# CHO-K1 Ca antag: M1 antagonist counterscreen hit in parental CHO-K1 cells | ATP-induced calcium, Fluo-8 fluorescence | inhibition, % at 3 µM | 0.6% of 360,000 active;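 active means inhibition above a per-plate cutoff, the plate's mean sample inhibition plus 3 SD, cut at about 24% in these data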;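 further: 0% = DMSO plus EC80 ATP and 100% = DMSO alone without ATP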
# CHO-K1 Ca ag: M1 agonist counterscreen hit in parental CHO-K1 cells. Fluo-8 calcium fluorescence; scaled to maximal ATP response, vehicle zero. activation, % at 3 µM. 0.48% of 360,000 active; in the data active means activation above about 15%;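 further: untransfected CHO-K1 host cells lacking M1 receptor as counterscreen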
# OXTR potentiator: potentiates the human oxytocin receptor response | 0.061% of 320,000 active | P30559 | activation, % at 3 µM | AID 2445 | CHO-OTR cells, Fluo-8 calcium fluorescence, potentiator mode; 0% = oxytocin EC15, 100% = EC100;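 active means activation above that plate's cutoff, the mean activation of tested compounds plus 3 SD, cut at about 6.6% in these data, passing the limit was not always enough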;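 further: 100% uses oxytocin at 75 nM as the full agonist control; some results filed as inactive read as strong as hits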
# Target sequence (P30559 whole entry, looked up): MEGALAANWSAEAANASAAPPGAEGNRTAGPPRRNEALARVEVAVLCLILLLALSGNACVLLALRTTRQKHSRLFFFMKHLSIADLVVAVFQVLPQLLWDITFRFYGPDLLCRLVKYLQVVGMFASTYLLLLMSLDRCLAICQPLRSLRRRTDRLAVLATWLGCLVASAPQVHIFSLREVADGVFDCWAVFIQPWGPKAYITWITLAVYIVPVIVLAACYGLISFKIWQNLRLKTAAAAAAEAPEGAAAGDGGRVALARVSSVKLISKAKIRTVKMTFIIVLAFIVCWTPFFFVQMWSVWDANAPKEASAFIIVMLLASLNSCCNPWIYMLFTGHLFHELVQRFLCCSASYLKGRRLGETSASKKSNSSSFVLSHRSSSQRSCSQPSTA
#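 Material: CHO-OTR cells, human receptor; compound dosing: single dose, 3.0 µM nominal final compound concentration; schedule: 6 min compound pre-incubation at room temperature, 100 s kinetic read; measured by: kinetic Fluo-8 calcium fluorescence; read-out basis: % activation vs EC15 and EC100 oxytocin; controls: EC15 oxytocin alone as 0%, 75 nM oxytocin as 100%; replicates: singlicate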
# CHO parental Ca: signal in parental CHO cells, OX1R antagonist counter-screen; parental CHO-K1, ATP-induced calcium, Fluo-8 fluorescence; inhibition, % at 5.6 µM; 0.63% of 330,000 active; AID 463079;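 active means inhibition above that plate's mean sample inhibition plus 3 SD, cut at about 26% in these data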;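 further: 0% = ATP-challenged DMSO wells and 100% = DMSO wells without ATP; some compounds past the cut are filed as inactive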
#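 Test system: untransfected parental CHO cell line; also added: ATP stimulus; dosing: 5.6 µM, single dose; signal: calcium-sensitive Fluo-8 fluorescence; measure: percent inhibition of ATP-evoked calcium rise, normalized to controls; benchmarks: low control ATP plus DMSO, high control DMSO only; replication: one well per compound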
# CHRM1 agonist: human M1 muscarinic receptor agonism; activation, % at 3 µM; 0.33% of 360,000 active; P11229; CHO-K1 hM1, Fluo-8 calcium fluorescence, agonist mode; 0% DMSO, 100% acetylcholine EC100;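 active means activation above the run's mean compound activation plus 3 SD, cut at about 16% in these data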;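 further: peak over basal fluorescence ratio within a 140 s kinetic read after compound addition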
# V1aR counter: V1a receptor agonism, counter-screen for OXTR agonists; activation, % at 3 µM; 0.25% of 320,000 active; CHO-V1R cells, Fluo-8 calcium fluorescence, agonist mode; 0% DMSO, 100% 3 nM vasopressin; P37288;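 active means activation above the mean activation of all tested compounds plus 3 SD, per screening run, cut at about 20% in these data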;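 further: signal is peak over basal fluorescence ratio across a 100 second FLIPR read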
# * marks the source's active call; other numbers are inactive results; . = not tested or not shown. Hits appear at their usual frequency. About 3.3% of those tested had a hit in this group.
molecule	TAAR1 agonist	CHO-K1 Ca PAM	TAAR1 antag	CHO-K1 Ca antag	CHO-K1 Ca ag	OXTR potentiator	CHO parental Ca	CHRM1 agonist	V1aR counter
COc1ccc(CN2C(=O)C(CC(=O)NCCCCc3ccccc3)CC(C(=O)N3CCOCC3)=C2C)cc1 (stereo unspecified)	1	26	-22	-12	-0.1	.	.	3	.
Cc1n[nH]c(C)c1S(=O)(=O)N(C)Cc1ccco1	-2	19	-1	-18	0.9	-4	0	-4	0.1
COc1ccc(NC(=O)CC2C(=O)N(C)C(=S)N2CCc2ccc(F)cc2)cc1 (stereo unspecified)	19	4	58*	6	3.8	-8	-3	-1	4.0
N#CC1(NC(=O)CSc2nnc(-c3ccccc3F)o2)CCCCC1	2	-22	-3	16	-0.1	-4	-24	-3	0.6
COc1ccccc1OCCNC(=O)c1cc(SC)ccc1Cl	5	18	-12	-12	1.8	-5	-24	-4	-0.2
Cc1ccc(C(=O)NCCCNC(=O)c2ccccc2C)cn1	0	1	-17	3	0.5	-10	-4	4	-0.4
C=CCn1c(SCC(=O)Nc2ccc(F)cc2)nc2ccccc2c1=O	-1	13	-15	-5	0.5	7	-28	-8	-0.4
O=C(NCCc1ccccn1)c1nc(Cn2cc([N+](=O)[O-])cn2)no1	2	11	-4	-12	1.0	-1	-6	0	0.3
CC1(C)C(=O)NCCN1C(=O)CC1C(=O)NCCN1CC(c1ccccc1)c1ccccc1 (stereo unspecified)	2	3	-2	-15	0.0	-10	-2	-3	-1.1
CC(C)C1Nc2c(O)cc(Cl)c([N+](=O)[O-])c2C2C=CCC21 (stereo unspecified)	7	12	-37	-3	8.8	.	.	-1	.
CCCNC(=S)Nc1ccc(Oc2ccccc2)cc1	8	9	-20	-3	4.4	-3	-10	-3	3.0
CC(C)CC1CCCCC1OC(=O)C[N+]1(C)CCCCC1 (stereo unspecified)	14	16	-3	-11	-0.1	6	-14	-14	-0.1
CC(C)c1ccc(CN(C(=O)C2COc3ccccc3O2)C2CCS(=O)(=O)C2)cc1 (stereo unspecified)	13	5	11	0	0.5	-4	-11	0	-0.6
CCN(Cc1ccccc1)C(=O)C1CCN(Cc2ccc(OC)c(OC)c2OC)CC1	6	4	3	7	0.0	-3	-1	-6	0.1
COc1cc(OC)cc(C(=O)N[C@H](C(=O)NCc2ccccc2)C(C)C)c1	0	-4	-1	1	0.0	-3	-26	-8	0.8
O=c1cc(-c2c(F)c(F)c(F)c(F)c2F)oc2ccccc12	-2	-6	4	-8	0.3	-6	-1	7	-0.2
O=C(O)c1cc(-n2nnnc2SCc2ccccc2F)ccc1Cl	18	16	-15	-9	0.3	-1	-11	1	1.2
Cc1cccc(NC(=O)CN2CCN(CC(=O)NCC3(N4CCCCC4)CCCCC3)CC2)c1C	1	15	-28	-10	1.7	.	.	-7	.
OCC[C@@H]1C[C@H](O)[C@@H](O)[C@@]2(Cc3ccccc3CCO2)O1	0	2	0	-9	0.3	-2	-3	-2	0.7
N#Cc1ccccc1NC(=S)NC(=O)c1cccs1	3	-6	-35	-4	0.3	-3	5	-1	0.8
COc1cccc(/C=C/C(=O)OCC(=O)c2ccc(C)c(C)c2)c1OC	4	-3	6	-13	0.8	-6	-15	-5	4.2
COc1ccccc1CNC(=O)CS(=O)(=O)c1ccccc1	1	2	-12	-7	0.6	-4	-17	1	-0.6
Cc1ccc(NC(=O)CSCC(=O)NCCc2ccccc2)cc1	5	-4	-3	-3	0.2	-9	-11	-3	-0.7
Cc1cc(C(C)(C)C)cc(C)c1COC(=O)c1cccnc1	4	1	1	-7	0.9	1	-22	0	2.0
COc1ccc(N2CCN(Cc3cc(=O)oc4cc(-c5ccccc5)c(O)cc34)CC2)cc1	11	17	-4	-7	0.8	-6	-8	-2	-0.5

# Following part.
molecule	TAAR1 agonist	CHO-K1 Ca PAM	TAAR1 antag	CHO-K1 Ca antag	CHO-K1 Ca ag	OXTR potentiator	CHO parental Ca	CHRM1 agonist	V1aR counter
Cc1ccc(C(=O)COC(=O)CCN2C(=O)C3C4CC(C(Br)C4Br)C3C2=O)cc1 (stereo unspecified)	4	16	-6	-10	1.8	1	-23	-5	1.8
O=C(CSc1ncccn1)Nc1ccc(Cl)c(S(=O)(=O)N2CCOCC2)c1	0	-13	-21	-3	0.4	-5	-2	-1	1.7
COc1ccc(NC(=O)c2ccc(=O)oc2)cc1	-1	-4	7	0	0.4	-4	-24	-4	-0.2
O=C(c1ccccc1Br)N1N=C(c2ccccc2)CC1c1ccccc1F (stereo unspecified)	7	17	11	-14	0.0	-21	-12	-6	0.6
COc1ccc(N2CCN(C(=O)COC(=O)Cc3c(F)cccc3Cl)CC2)cc1	3	-15	0	-2	1.8	-5	-10	-1	3.9
CCCNC(=O)CSCc1nc(-c2ccc(SC)cc2)oc1C	0	8	3	1	0.1	-18	-12	-8	-0.8
Cc1n[nH]c(C)c1CN(C)C(=O)c1cc(COc2ccc(F)c(F)c2)on1	5	22	4	-2	5.8	-4	-1	1	4.5
CC(C)=CCCC(C)CN1CCC(N2CCC(C(=O)N3CCOCC3)CC2)CC1 (stereo unspecified)	4	-14	-20	12	0.8	-3	-10	-6	1.0
Cc1cc(C)n(CC(O)Cn2c(C)c(C)c3ccccc32)n1 (stereo unspecified)	5	15	8	-16	3.0	-16	-24	-3	2.0
CC(Oc1ccc2ccccc2c1)C(=O)NNC(=O)Nc1ccccc1F (stereo unspecified)	-2	4	-9	-8	0.0	.	.	-1	.
CCn1nccc1C(=O)NC1=C(C#N)CCC1	2	18	-19	-2	0.3	-5	4	-3	0.8
COc1ccccc1CNc1nc(NCc2ccc(C)cc2C)c2sccc2n1	.	28	.	12	8.8	.	.	7	.
Cc1ccc(-c2ccc(CN3C(C)C(=O)N(Cc4cn(CCC5OCCO5)nn4)CCS3(=O)=O)cc2)cc1 (stereo unspecified)	7	3	-1	3	2.2	.	.	-3	.
O=C(Nc1ccc(Cl)cc1)Nc1ccc(-c2cnco2)cc1	47*	0	43	2	11	-16	28	2	18
CCOC(=O)C1=C(CSc2nnnn2C)N(C)C(=O)NC1c1ccccc1 (stereo unspecified)	8	2	2	-6	0.1	-8	-12	-3	0.9
COC1CCCN(Cc2c(C(=O)N3CCN(C4CCCCC4)CC3)nc3ccccn23)C1 (stereo unspecified)	2	3	-29	-6	1.2	-3	0	-3	1.1
COc1ccc(-c2nn(-c3ccccc3)cc2/C=C(\C#N)C(N)=O)cc1[N+](=O)[O-]	1	17	15	-13	0.2	-6	1	-3	0.6
CC(/C=N/NC(=O)c1nnn(-c2nonc2N)c1CN1CCCCC1)c1ccccc1 (stereo unspecified)	-1	8	-21	-15	-0.4	-6	-16	-6	-0.3
OC(CNCc1ccccc1C(F)(F)F)C(F)(F)F (stereo unspecified)	2	29	-2	-29	1.0	6	4	-3	0.8
Cc1ccc(Cl)cc1N1CCN(S(=O)(=O)c2c(C)[nH]c(C)c2C(=O)N2CCCC2)CC1	3	-9	-5	6	9.2	-6	-12	-4	0.2
O=C(COC(=O)c1cc[n+]([O-])cc1)Nc1ccc(F)c([N+](=O)[O-])c1	2	13	-3	-8	0.4	-5	-6	-7	0.2
CC(C)=CCC/C(C)=C/CC/C(C)=C/COc1ccc2ccc(=O)oc2c1	7	-22	23	11	-0.8	3	-21	-4	1.5
CS(=O)(=O)Nc1ccc(-c2cn3c(n2)SCC3)cc1	-1	17	-3	-1	0.3	-19	2	-3	0.1
COCCn1c(Cc2ccccc2)nnc1SCC(=O)Nc1cc(C)on1	3	0	1	-15	-0.1	-1	-6	-5	0.1
CN(c1ccc(C(=O)N2CCOCC2)cc1)S(C)(=O)=O	1	0	-3	-9	0.2	1	-12	-3	-0.7

# The list continues:
molecule	TAAR1 agonist	CHO-K1 Ca PAM	TAAR1 antag	CHO-K1 Ca antag	CHO-K1 Ca ag	OXTR potentiator	CHO parental Ca	CHRM1 agonist	V1aR counter
Cc1cccn2c(Nc3ccccc3)c(-c3ccccn3)nc12	-3	23	7	-12	0.5	10	-28	-7	-1.3
Cc1ccn2c(=O)c(C(=O)O)cnc2c1	2	13	-27	-11	1.1	-12	-24	-4	1.1
COc1ccc(/C=C(/NC(=O)c2ccco2)C(=O)NCc2ccco2)cc1	1	14	-15	-4	0.6	.	.	-3	.
COc1ccc(CC(=O)NCc2nn(-c3ccccc3)nc2C)cc1OC	7	-6	-12	-1	2.2	7	-26	-2	-1.0
O=C(CN1CCN(S(=O)(=O)c2cccc(F)c2)CC1)Nc1ccnn1C1CCCC1	3	5	2	-13	3.0	-5	-6	-2	2.4
CCSC1=NCCN1S(=O)(=O)c1ccc2ccccc2c1	-3	9	-2	-2	0.6	-6	-4	-10	0.1
COc1ccc2nc(NC(=O)C(NS(=O)(=O)c3cccc4nsnc34)C(C)C)sc2c1 (stereo unspecified)	-3	-5	-26	1	-0.3	-9	-21	-5	-0.9
O=C(O)C1CN(C(=O)c2cccc(Br)c2)C1	5	4	-1	-1	-0.4	-16	-12	-4	0.8
Clc1ccc(N2CCN(c3nc4nonc4nc3N3CCSCC3)CC2)nc1	-1	17	-27	-10	0.8	-1	-12	-7	0.9
O=[N+]([O-])c1ccc(Sc2nnnn2-c2ccccc2)c(Cl)c1	9	5	23	-7	0.4	-3	2	-12	-1.9
CC1=C(C(=O)N(C(C)C)C(C)C)CC(CC(=O)NCCN2CCOCC2)C(=O)N1Cc1ccccc1 (stereo unspecified)	1	2	6	1	1.4	.	.	-6	.
Cc1cc(-c2ccc(S(=O)(=O)N3CCCCC3)s2)on1	1	20	-31	-12	0.8	-3	-6	-4	-1.3
Cc1ccccc1CC(=O)Nc1ccc(S(=O)(=O)N2CCN(C)CC2)cc1	15	8	-18	-2	1.2	0	-2	0	3.0
O=C(NCc1ccc2c(c1)OCO2)c1nc(Cn2cc([N+](=O)[O-])cn2)no1	5	19	7	4	-0.1	1	-3	1	3.8

# Screening results deposited in PubChem by The Scripps Research Institute Molecular Screening Center.
